# Source: PubChem (several laboratories)
# V-ATPase pHluor: regulators of yeast V-ATPase proton pumping, primary screen, pHLuorin cytosolic pH fluorescence | S. cerevisiae | 0.37% of 350,000 active | AID 504577, 2011 | response, % at 10 µM; in the data active = response mostly above about 7.3%, no sharp cut-off; inactive = mostly below about 5.4%; note: actives read high; inactives centre near 0; some compounds called inactive have numbers as strong as hits; reference of the scale not given here
# Keap1 Nrf2 FP: Keap1-Nrf2 protein-protein interaction inhibitors, primary screen, biochemical, fluorescence polarization, single point | Kelch-like ECH-associated protein 1 (Homo sapiens), Q14145 | Keap1 Kelch-Nrf2 peptide fluorescence polarization, 1536-well | inhibition, % at 9.4 µM | 0.15% of 340,000 active | AID 504523, 2011; in the data active = inhibition above about 12%;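 note: human Keap1 Kelch domain with fluorescein labeled Nrf2 9mer peptide probe; 0% = neutral control wells and 100% = peptide positive control; higher means more block of Keap1 binding to Nrf2 peptide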
# CAL PDZ FP-1: untagged CAL PDZ binding inhibitors, primary screen, biochemical, fluorescence polarization, HTS | purified CAL PDZ, TMR-peptide fluorescence polarization, 1 h | inhibition, % at 24.9 µM | 0.92% of 300,000 active | AID 602252, 2012;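 active = mean inhibition of at least 30% with at least half of replicates also reaching 30%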;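 note: 0% = DMSO neutral control and 100% = excess unlabeled competitor peptide PRC23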
# LANA DNA inh: inhibitors of KSHV C-LANA binding to DNA, primary screen, biochemical, fluorescence polarization, FAM-LBS DNA, MBP-C-LANA, single point. inhibition, % at 9 µM. 0.078% of 340,000 active. AID 504423, 2011;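 active = highest replicate inhibition at or above 60% at 9 µM, even if other replicates fall short; inactive = all replicates below 60% inhibition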;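 note: 0% = neutral control wells and 100% = 4 µM acridine orange control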
# DAGLB inhibitor: DAGLB lipase inhibitors, primary screen, biochemical, fluorescence, HTS; Diacylglycerol lipase-beta (Homo sapiens), Q8NCG7; HEK293T DAGLB membrane lysate, EnzChek fluorogenic substrate; inhibition, % at 5.17 µM; 0.059% of 340,000 active; in the data active = inhibition above about 34%;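 note: 0% = enzyme with vehicle and 100% = wells lacking enzyme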
# CAL PDZ FP-2: CAL PDZ peptide-binding inhibitors, primary screen, biochemical, fluorescence polarization, Cer-tagged CAL PDZ, HTS; Golgi-associated PDZ and coiled-coil motif-containing protein (Homo sapiens), Q9HD26; purified CAL PDZ, TMR-peptide fluorescence polarization, 1 h; inhibition, % at 20 µM; 0.02% of 330,000 active; AID 504414, 2011;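 active = highest replicate inhibition of at least 40%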;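 note: plate controls were DMSO neutral control wells for no effect and unlabeled competitor peptide control wells for full effect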
#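 System: purified tagged CAL PDZ domain construct (CerCALP). Schedule: 1 h incubation at room temperature before polarization reading. Medium: 25 mM sodium phosphate pH 7.4, 150 mM NaCl, TCEP, IgG, Thesit. Read-out: percent inhibition from loss of millipolarization. Measured by: FP readout, S and P plane fluorescence. Probe or stimulus: fluorescent TMR peptide probe.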
# DSG3 Ab inh: inhibitors of pemphigus antibody binding to DSG3, primary screen, biochemical, bead-based, flow cytometry, scFv-GFP; DSG3-coupled beads, scFv-anti-DSG3-GFP binding; hits give low values; binding (percent of control), % at 10 µM; Desmoglein-3 (Homo sapiens), P32926; 0.48% of 310,000 active;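 active = binding more than 3 SD below its plate's average and above zero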;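 note: hits lower antibody fragment binding to DSG3; some compounds called inactive have numbers as strong as hits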
# NSD2 HMT inh: NSD2 histone methyltransferase inhibitors, primary screen, biochemical, AlphaScreen, single concentration, set 2. inhibition, % at 12.5 µM. 0.54% of 310,000 active. NSD2 peptide methylation, 120 min; in the data active = inhibition above about 50%
# Target sequence (O96028 whole entry, looked up): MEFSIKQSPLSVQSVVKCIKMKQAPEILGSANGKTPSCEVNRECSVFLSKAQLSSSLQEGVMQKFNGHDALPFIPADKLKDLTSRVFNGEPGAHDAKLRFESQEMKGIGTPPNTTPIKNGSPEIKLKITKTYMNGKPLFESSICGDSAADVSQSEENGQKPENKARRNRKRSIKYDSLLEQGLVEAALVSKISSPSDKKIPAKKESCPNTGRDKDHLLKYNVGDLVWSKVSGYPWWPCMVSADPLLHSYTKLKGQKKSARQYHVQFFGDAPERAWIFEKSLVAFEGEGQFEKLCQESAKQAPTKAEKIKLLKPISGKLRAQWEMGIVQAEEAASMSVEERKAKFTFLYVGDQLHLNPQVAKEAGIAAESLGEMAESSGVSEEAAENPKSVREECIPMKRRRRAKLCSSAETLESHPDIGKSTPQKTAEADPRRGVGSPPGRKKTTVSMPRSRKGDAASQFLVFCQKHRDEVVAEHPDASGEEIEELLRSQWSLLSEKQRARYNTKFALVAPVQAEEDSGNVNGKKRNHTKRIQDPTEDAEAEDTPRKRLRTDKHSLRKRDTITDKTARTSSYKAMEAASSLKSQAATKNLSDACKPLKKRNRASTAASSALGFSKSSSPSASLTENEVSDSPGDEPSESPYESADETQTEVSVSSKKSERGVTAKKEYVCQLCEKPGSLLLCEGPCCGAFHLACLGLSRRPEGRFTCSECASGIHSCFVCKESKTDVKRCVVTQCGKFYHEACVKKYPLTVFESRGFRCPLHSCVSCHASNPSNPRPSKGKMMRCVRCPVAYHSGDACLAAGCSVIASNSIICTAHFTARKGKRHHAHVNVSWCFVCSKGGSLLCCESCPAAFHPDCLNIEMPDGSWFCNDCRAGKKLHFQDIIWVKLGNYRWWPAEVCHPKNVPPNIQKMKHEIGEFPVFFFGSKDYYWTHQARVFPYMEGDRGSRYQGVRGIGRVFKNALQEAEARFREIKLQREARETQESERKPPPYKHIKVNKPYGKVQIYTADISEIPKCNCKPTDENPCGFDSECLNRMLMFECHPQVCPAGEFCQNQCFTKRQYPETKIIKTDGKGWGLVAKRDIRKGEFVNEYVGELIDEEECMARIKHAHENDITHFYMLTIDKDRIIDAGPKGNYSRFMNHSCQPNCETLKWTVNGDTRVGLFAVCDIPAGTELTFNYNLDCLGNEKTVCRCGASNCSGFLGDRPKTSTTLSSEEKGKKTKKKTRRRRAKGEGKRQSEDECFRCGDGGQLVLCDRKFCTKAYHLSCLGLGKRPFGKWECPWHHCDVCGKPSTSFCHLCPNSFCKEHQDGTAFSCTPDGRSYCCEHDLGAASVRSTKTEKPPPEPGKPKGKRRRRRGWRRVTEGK
# Arrestin-AP2 inh: inhibitors of beta-arrestin/AP2 binding, primary screen, biochemical, GPCR trafficking, flow cytometry; beta-arrestin 1 C-terminal peptide binding to AP2 beta2-adaptin appendage (human); FITC-arrestin peptide / GST-AP2 beads; AP2 beta2 appendage carries R879A mutation; inhibition, % at 10 µM; 0.31% of 340,000 active; AID 504490, 2011;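 active = inhibition above a set limit, near 3 SD of compounds lacking own fluorescence, cut at about 54% in these data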;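 note: plate controls were DMSO wells for no effect and 5 µM unlabelled arrestin peptide for full effect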
#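 test system = AP2 appendage R879A on GSH beads | buffer or medium = PBS plus Tween 20 (0.05%) and BSA (0.1%) | incubation = 12 min plus 1 h, RT | detection = bead flow cytometry, FITC channel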
# Cardiac RTF inh: cardiac RTF calcium sensitivity inhibitors, primary screen, biochemical, IANBD-TnC fluorescence, EC70 calcium; IANBD-labeled cardiac RTF, Ca2+ fluorescence; inhibition, % at 7.15 µM; 0.12% of 340,000 active; AID 493244, 2011;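 active = inhibition above the mean inhibition of all tested compounds plus 3 SD, cut at about 17% in these data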;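 note: assay run at fixed EC70 calcium of 1.6 mM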
# * marks the source's active call; other numbers are inactive results; . = not tested or not shown. Only part of the results is shown; the hit share may differ from the screen's.
smiles	LANA DNA inh	Arrestin-AP2 inh	Keap1 Nrf2 FP	DSG3 Ab inh	V-ATPase pHluor	NSD2 HMT inh	CAL PDZ FP-1	CAL PDZ FP-2	Cardiac RTF inh	DAGLB inhibitor
Cc1nc(NC(=O)c2cccc(-c3cc4ccccc4oc3=O)c2)ccc1Br	-0.4	2	1	103	0	4	.	-2.2	-8	-1
N#Cc1c(Nc2ccccc2)c(/C=N/N=C/c2ccccc2)c[nH]c1=O	5.5	0	1	100	1	1	1	-6.4	-2	0
COc1ccc(CNC(=O)C(=O)c2cn(CC(=O)N3CCOCC3)c3ccccc23)cc1	0.3	16	-2	.	-4	-2	-5	-2.8	-4	0
Cc1cc(C)nc(OC(C(=O)O)C(OCCc2ccccc2)(c2ccc(F)cc2)c2ccc(F)cc2)n1 (centres undefined)	-0.3	-6	-1	120	-3	2	-2	-0.1	-13	13
O=C(NCCCNC(=O)c1ccccc1Br)c1ccccc1Br	2.3	-7	1	96	1	-2	-1	0.0	-7	-3
O=C(COC(=O)c1cc(Br)ccc1Cl)NC1CC1	-0.9	11	-4	101	8	-2	0	-0.3	12	-3
O=C1Cc2cc(S(=O)(=O)Nc3cccc(F)c3)ccc2N1	0.8	-17	-4	99	6	1	.	-0.1	-6	1
CN(CC(=O)Nc1ccc(F)c(F)c1F)C(=O)c1ccc2c(c1)NC(=O)CS2	-1.0	-13	5	104	4	0	6	-0.9	-3	-3

# Following part:
smiles	LANA DNA inh	Arrestin-AP2 inh	Keap1 Nrf2 FP	DSG3 Ab inh	V-ATPase pHluor	NSD2 HMT inh	CAL PDZ FP-1	CAL PDZ FP-2	Cardiac RTF inh	DAGLB inhibitor
OCC1CCN(Cc2cn(Cc3ccccc3)nc2-c2cc3ccccc3o2)CC1	2.1	-26	-4	97	-2	3	-4	-4.9	-3	1
C=CCSc1nnc(NC(=O)COc2ccc3ccccc3c2)s1	1.1	-47	0	101	2	.	.	-1.6	-3	0
COc1ccccc1NC(=O)C(C(C)C)N1C(=O)c2ccccc2C1=O (centres undefined)	-1.7	-11	4	119	1	-1	-4	0.1	5	-5
CCCCNCc1cc(OC)c(OCC(N)=O)cc1Br	0.4	-10	-4	88	-1	4	1	-0.7	0	-2
COc1ccc(C(c2nnnn2CCc2ccccc2)N2CCN(C)CC2)cc1OC (centres undefined)	-0.8	5	1	94	1	2	-5	-1.3	-7	1
CN(Cc1ccccc1)C(=O)COC(=O)/C=C/c1ccco1	-1.5	11	-1	123	2	-1	-2	-3.0	-6	1
COc1cc(NS(=O)(=O)c2ccc(NS(=O)(=O)c3ccccc3)cc2)nc(OC)n1	-2.2	6	-1	104	1	2	1	0.2	-8	0
Cn1nccc1NC(=O)Nc1cccc([N+](=O)[O-])c1	0.8	9	-2	111	8	-6	-5	-1.7	0	1

# Next structures follow:
smiles	LANA DNA inh	Arrestin-AP2 inh	Keap1 Nrf2 FP	DSG3 Ab inh	V-ATPase pHluor	NSD2 HMT inh	CAL PDZ FP-1	CAL PDZ FP-2	Cardiac RTF inh	DAGLB inhibitor
CS(=O)(=O)N(CC(N)=O)c1cccc(Br)c1	6.0	9	0	106	0	5	-6	-1.1	-1	-3
O=C(NCCC1CCCCN1S(=O)(=O)c1ccccc1)C(=O)Nc1ccccc1F (centres undefined)	-0.8	5	-6	102	-1	19	-3	-1.0	-3	1
CC(c1ccccc1F)n1cc(C(=O)NCCc2ccco2)nn1 (centres undefined)	-0.7	5	-3	.	3	2	-2	-0.7	8	-1
NC(=O)CN1CCN(C(=O)NC2CCCCC2)CC1	1.8	12	-1	106	0	.	4	-2.3	-7	1
O=C(O)CCn1c(-c2ccccn2)nc2ccccc21	-0.7	5	-2	109	2	3	0	-0.5	-8	1
Cc1ccc(C(=O)N2C(=O)C(c3ccccc3)Oc3ccccc32)cc1 (centres undefined)	2.2	29	-1	.	2	-2	1	-4.8	-12	-7
O=C(NCc1ccc2c(c1)OCO2)C1CCCN(C(=O)c2ccc(Cl)cc2)C1 (centres undefined)	0.5	-6	2	102	-2	-2	4	-2.0	-13	-2
CCN1C(=O)[C@H]2[C@H]3CN=C(SCc4ccc(C#N)cc4)N3[C@@](Cc3ccccc3)(C(=O)OC)[C@H]2C1=O	-2.1	4	-3	100	1	.	0	-0.3	0	-1

# (continued)
smiles	LANA DNA inh	Arrestin-AP2 inh	Keap1 Nrf2 FP	DSG3 Ab inh	V-ATPase pHluor	NSD2 HMT inh	CAL PDZ FP-1	CAL PDZ FP-2	Cardiac RTF inh	DAGLB inhibitor
COC(=O)c1cc(C(=O)OC)cc(-n2c(C)cc(C(=O)COC(=O)CNS(=O)(=O)c3ccc(C)cc3)c2C)c1	-1.8	0	-1	130	-2	2	1	-0.6	-6	-3
O=C(NCc1ccccc1)C(c1ccccc1)N(C(=O)c1csnn1)c1ccccc1 (centres undefined)	-1.1	23	-4	102	2	11	1	-0.1	6	0
CC1=NN(C(N)=S)C(=O)C1N=Nc1cccc([N+](=O)[O-])c1 (centres undefined)	0.0	1	-1	118	-1	1	7	-0.6	-3	0
Cc1ccc(N2C(=O)C3N=NN(CC(=O)N4N=C(c5ccccc5)CC4c4ccccc4)C3C2=O)cc1 (centres undefined)	-1.0	7	-7	92	1	0	-3	-3.4	-4	10
Cc1ccc(C(=O)Nc2ccc3c(c2)nc2n3CCSC2)cc1	-0.2	2	1	95	0	0	-2	-2.8	-6	1
Cn1cnnc1SCCOc1ccc(Cl)cc1	1.0	29	1	117	-2	-3	4	0.0	-4	-3
COc1ccc(NC(=O)N(C)C[C@H]2Oc3c(NC(=O)Cc4ccccc4)cccc3C(=O)N([C@H](C)CO)C[C@@H]2C)cc1	-2.4	10	-2	99	2	.	-5	-0.6	1	1
COc1ccc(N2CCN(C(=O)c3ccc4c(Cl)c5c(nc4c3)CCCC5)CC2)cc1	0.4	5	-3	104	0	.	.	-0.2	-4	5

# More structures:
smiles	LANA DNA inh	Arrestin-AP2 inh	Keap1 Nrf2 FP	DSG3 Ab inh	V-ATPase pHluor	NSD2 HMT inh	CAL PDZ FP-1	CAL PDZ FP-2	Cardiac RTF inh	DAGLB inhibitor
C=CCn1c(N)c(C(=O)NCC2CCCO2)sc1=S (centres undefined)	-0.9	1	-5	98	5	-1	-1	-1.2	7	-2
CC(=O)c1c(NC(=O)C(C)C)nc(C)nc1-c1ccccc1	1.1	-7	-2	102	-2	.	-1	-1.8	-9	-2
CCC(C)(C)NC(=O)C(c1ccc(OC)cc1)N(C(=O)CCC(=O)Nc1cc(C)on1)c1ccccc1F (centres undefined)	.	-12	.	117	0	0	-3	-1.5	-1	-1
CCOC(=O)C1=C(C)NC(=O)NC1c1cc(Br)c(O)c(OC)c1 (centres undefined)	-0.2	1	1	76*	-1	6	-1	.	4	-2
Cc1onc(-c2ccccc2Cl)c1C(=O)Nc1ccc(-c2cn3cccnc3n2)cc1	3.5	6	-5	98	0	.	1	-6.4	-11	-5
O=C(NC1=NCCS1)c1cccc2ccccc12	1.4	17	-6	.	5	-2	-6	-1.5	-1	1
Cc1ccccc1C(=O)N1CCN(c2ncccn2)CC1	-3.2	-17	-6	116	-4	-3	7	0.0	-5	0
COc1ccc(C(C#N)Nc2ccccc2C)cc1 (centres undefined)	1.5	7	5	.	-6	-3	0	1.1	-2	-1

# Retrieved one by one from the list above:
smiles	LANA DNA inh	Arrestin-AP2 inh	Keap1 Nrf2 FP	DSG3 Ab inh	V-ATPase pHluor	NSD2 HMT inh	CAL PDZ FP-1	CAL PDZ FP-2	Cardiac RTF inh	DAGLB inhibitor
O=C(NC1=NCCS1)c1cccc2ccccc12	1.4	17	-6	.	5	-2	-6	-1.5	-1	1
CC(=O)c1c(NC(=O)C(C)C)nc(C)nc1-c1ccccc1	1.1	-7	-2	102	-2	.	-1	-1.8	-9	-2

# Filtered by structure, the entries above with a furan ring, fused or not.
smiles	LANA DNA inh	Arrestin-AP2 inh	Keap1 Nrf2 FP	DSG3 Ab inh	V-ATPase pHluor	NSD2 HMT inh	CAL PDZ FP-1	CAL PDZ FP-2	Cardiac RTF inh	DAGLB inhibitor
OCC1CCN(Cc2cn(Cc3ccccc3)nc2-c2cc3ccccc3o2)CC1	2.1	-26	-4	97	-2	3	-4	-4.9	-3	1
CN(Cc1ccccc1)C(=O)COC(=O)/C=C/c1ccco1	-1.5	11	-1	123	2	-1	-2	-3.0	-6	1
CC(c1ccccc1F)n1cc(C(=O)NCCc2ccco2)nn1 (centres undefined)	-0.7	5	-3	.	3	2	-2	-0.7	8	-1

# Further structures.
smiles	LANA DNA inh	Arrestin-AP2 inh	Keap1 Nrf2 FP	DSG3 Ab inh	V-ATPase pHluor	NSD2 HMT inh	CAL PDZ FP-1	CAL PDZ FP-2	Cardiac RTF inh	DAGLB inhibitor
NC(N)=Nc1nc(-c2ccccc2)c2cc(Cl)ccc2n1	-4.1	35	2	130	1	9	-37	-13	0	4
CCn1cc(C(=O)OCC(=O)Nc2ccc(C(C)C)cc2)c(=O)c2ccc(C)nc21	0.0	6	-5	100	0	-3	.	-0.5	-3	-4
Cc1cc(C(=O)Nc2ccc(S(=O)(=O)Nc3onc(C)c3C)cc2)c(C)o1	0.6	2	4	96	-2	.	-1	-0.3	-1	2
CN(C1CCCCC1)S(=O)(=O)c1cccc(C(=O)OCC(=O)NC2CCCc3ccccc32)c1 (centres undefined)	0.0	2	-3	.	-2	-3	-2	-0.9	4	-5
O=C(CC(=O)c1ccccc1)CS(=O)(=O)c1ccccc1	-0.8	-17	-1	.	-1	25	13	0.0	-4	4
CCCN(C(=O)c1cn(C)c(=O)c2ccccc12)c1ccccc1C	-2.0	-19	1	93	2	17	-5	-0.9	-6	1
NC(=NCCc1ccccc1)c1cccc([N+](=O)[O-])c1	2.0	30	0	104	0	-2	-5	0.4	-1	-1
Cn1cccc1CC(=O)NNC(=O)Nc1cccc(Cl)c1	-1.5	0	-4	88	-1	-1	0	-2.6	6	3
Cc1ccc(-c2ccc(SCC(=O)Nc3nonc3C)nn2)cc1	-0.2	6	-4	100	-1	0	.	-1.2	1	1
O=C1CN(C(=O)c2ccccc2C(=O)O)c2ccccc2N1	-1.5	32	-7	90	2	-1	2	0.4	2	-2
N#CCSCC(=O)Nc1ccc(Cl)cc1	-1.6	8	-7	110	2	-6	-3	.	-2	-3
